Siah-1 displacement = Siah-1 peptide-binding antagonists, primary screen, biochemical, fluorescence polarization, rhodamine-plectin, uHTS (AID 1817) | Siah-1 / rhodamine-plectin peptide fluorescence polarization; higher % means a stronger effect | displacement, % at 20 µM; hits with a dose series show IC50 in µM | actives 0.02% (n = 290,000);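 active means displacement of at least 50% at 20 µM, with a fluorescence ratio check between 0.3 and a set limit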;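 further: plate controls were Siah plus tracer with DMSO for no effect and tracer alone without Siah for full effect; strong numbers were not always called active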
NOD1 inhibition = inhibition of NOD1-driven NF-kB reporter – cell-based, luminescence, uHTS, primary screen (AID 1578) | NOD1-driven NF-kB luciferase reporter cells, luminescence; higher % means a stronger effect | one-dose inhibition, % at 4 µM; EC50 in µM for titrated hits | actives 1% (n = 290,000); in the data active means inhibition mostly above about 36%, no sharp cut-off; inactive means mostly below about 34%;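 further: HEK-293T reporter cells stimulated with the NOD1 agonist gamma-tri-DAP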
GPR35 antagonists = GPR35 antagonists blocking zaprinast-driven arrestin recruitment, primary screen, imaging, U2OS, beta-arrestin-GFP, zaprinast agonist (AID 2058); inhibition, % at 10 µM, or IC50 in µM where a hit was titrated; actives 0.052% (n = 290,000); U2OS GPR35 beta-arrestin-GFP translocation imaging, zaprinast antagonism; higher % means a stronger effect;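 active means inhibition of at least 50% with at least 30 cells and total cytoplasm GFP at most 10,000,000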
AID2073 = disruptors of CaV2.2 binding to Mint1 – biochemical, HTRF (AID 2073); inhibition, % at 20 µM; hits with a dose series show IC50 in µM; HTRF protein-protein interaction, Mint1-CaV2.2; higher % means a stronger effect; actives 0.19% (n = 290,000); in the data active means inhibition mostly above about 51%, no sharp cut-off; further: some results filed as inactive read as strong as hits
GPR55 LPI antagonism = inhibition of LPI-stimulated GPR55 beta-arrestin translocation – imaging, U2OS, beta-arrestin-GFP, LPI agonist, primary screen (AID 2013); U2OS GPR55 beta-arrestin-GFP translocation imaging, LPI antagonism; higher % means a stronger effect; one-dose inhibition, % at 10 µM; IC50 in µM for titrated hits; actives 0.13% (n = 290,000);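 active means spots per cell inhibited over 60%, with over 100 cells counted and total cytoplasm intensity under 500,000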;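 further: U2OS cells stably carrying GPR55 and arrestin-GFP stimulated by 5 µM LPI near EC80; imaged beta-arrestin-GFP aggregate spots per cell after agonist stimulation; plate controls were LPI-stimulated DMSO wells for no effect and DMSO wells without LPI for full effect; some results filed as inactive read as strong as hits; confirmed hits need IC50 under 10 µM and bright autofluorescent wells are also inconclusive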
KOR beta-arrestin-1 = kappa opioid receptor activators – cell-based, luminescence, uHTS, primary screen (AID 1777); KOR beta-arrestin recruitment, luminescence; higher % means a stronger effect; one-dose activation, % at 10 µM; EC50 in µM for titrated hits; actives 0.02% (n = 280,000); in the data active means activation above about 50%, passing the limit was not always enough; further: a part of the inactive calls stands beside numbers as strong as those of hits
GPR55 beta-arrestin = selective activators of receptor GPR55 – imaging, U2OS cells, beta-arrestin-GFP redistribution, primary screen (AID 1961); activation, % at 10 µM, or EC50 in µM where a hit was titrated; actives 0.048% (n = 290,000); U2OS GPR55 beta-arrestin-GFP redistribution imaging; higher % means a stronger effect;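 active means activation above 40% with more than 50 cells counted in the well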;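 further: U2OS osteosarcoma cells stably expressing GPR55 and beta-arrestin-GFP; plate controls were DMSO negative control for no effect and LPI positive control for full effect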
KOR beta-arrestin-2 = KOR antagonists, beta-arrestin recruitment, cell-based, luminescence, uHTS (AID 1778); KOR beta-arrestin recruitment, luminescence, antagonist mode; higher % means a stronger effect; inhibition, % at 10 µM; hits with a dose series show IC50 in µM; actives 0.091% (n = 290,000); in the data active means inhibition above about 50%; further: strong numbers were not always called active
HIV fusion peptide = cell-free HIV fusion peptide-binding blockers – biochemical, uHTS, fluorescence dequenching, primary screen (AID 1986); cell-free peptide binding, fluorescence dequenching, 30 min; higher % means a stronger effect; actives 0.3% (n = 290,000); inhibition, % at 20 µM; hits with a dose series show IC50 in µM; in the data active means inhibition mostly above about 52%, no sharp cut-off; inactive means mostly below about 76%; further: some results filed as inactive read as strong as hits
Active calls of the source: *; / = no result given; [ ] = remark or other dose. An excerpt; the hit share may differ from the screen's.

Every second line gives: Siah-1 displacement, NOD1 inhibition, GPR35 antagonists, AID2073, GPR55 LPI antagonism, KOR beta-arrestin-1, GPR55 beta-arrestin, KOR beta-arrestin-2, HIV fusion peptide
COc1ccc2nc(NC(=O)CCn3cccc3)sc2c1
    0%, -56%, 9%, 3%, 10%, -3.6%, -0.1%, 14%, -0.1%
COc1ccc(CCc2nc(-c3ccc(-n4cccc4)cc3)no2)cc1
    -1%, -9%, 15%, 0%, 4%, 15%, -0.1%, -16%, 3.5%
COc1ccccc1NC(=O)CN1CCN(c2ccccc2F)CC1
    6%, 9%, 0%, -2%, 15%, 19%, -0.1%, -18%, 2.4%
O=[N+]([O-])c1cccc(-c2nnc3ccccn23)c1
    -3%, -5%, -9%, 0%, 0%, -1.3%, 0.0%, 4%, -1.8%
Cc1ccc(S(=O)(=O)n2ccc3c(OCCOCCNCc4ccc(F)cc4)cccc32)cc1
    -2%, 6%, -16%, -5%, 34%, -4.4%, 0.3%, -29%, 1.5%
O=C(NCCNc1nccc(C(F)(F)F)n1)c1cccs1
    2%, 2%, -4%, 19%, 14%, 1.7%, 0.8%, 14%, -1.6%
O=C(NNC(=S)Nc1ccccc1)Nc1ccccc1
    4%, -33%, -9%, 20%, 6%, -7.2%, 0.5%, -44%[20 µM], -2.1%
Cc1ccc(S(=O)(=O)Nc2ccc(Cl)cc2C(=O)c2ccccc2)cc1
    -1%, 14%, -6%, 6%, 10%, 0.5%, -0.1%, 5%, 2.2%
O=C(O)C1CCCCC1C(=O)Nc1ccccn1 (configuration not stated)
    -5%, 1%, 0%, 3%, -11%, 1.2%, -0.1%, 2%, 0.9%
Cc1ccc(S(=O)(=O)NCCC(=O)Nc2ccc3c(c2)OCO3)cc1
    1%, -13%, 8%, -4%, -1%, 2.0%, -0.2%, -13%, 0.1%
CCC(=O)N(CCc1ccccc1)Cc1cc2ccc(OC)cc2[nH]c1=O
    0%, -6%, -13%, 11%, -10%, 2.1%, -0.1%, 1%, -0.1%
Cc1cc(NC(=O)c2ccc3c(c2)C(=O)N(CC(C)C)C3=O)no1
    3%, -10%, 7%, 9%, 12%, 0.0%, -0.1%, 17%, 0.5%
COc1ccc(C(=O)CSc2nn3c(=O)c(C(C)(C)C)nnc3s2)cc1
    1%, 35%, 0%, -25%, 4%, -0.4%, -0.2%, 20%, 7.2%
OCC[C@@H]1C[C@H](O)[C@@H](O)[C@]2(Cc3ccccc3CO2)O1
    -1%, 15%, 4%, -1%, -8%, -1.2%, -0.2%, -12%[20 µM], 2.1%
CCC(CC)c1ncc[nH]1
    9%, -5%, 4%, 11%, 5%, -0.3%, 0.2%, 40%, -1.0%
O=C(Nc1ccc(Nc2ccccc2)cc1)C1CC1
    -8%, 1%, 2%, -6%, 5%, 0.0%, -0.2%, -4%, -3.6%
CC(C)C(C(=O)NC1CCCCC1)N(CC1CCCO1)C(=O)CNS(=O)(=O)c1ccc(F)cc1 (configuration not stated)
    2%, -14%, 10%, -3%, 3%, -0.5%, -0.1%, -3%, -3.0%
O=C(O)C1=C[C@@H](c2csc3ccccc23)C[C@@H](OCc2ccc(CO)cc2)O1
    2%, -16%, 3%, -3%, 0%, -2.7%, 0.1%, 8%, 4.2%
O=C(Nc1ccc2c(c1)OCO2)c1ccc(N2CCCC2)c([N+](=O)[O-])c1
    -4%, -37%, -11%, -2%, 10%, 10%, -0.1%, -11%, -0.2%
CCc1cccc(CC)c1-n1c(SCC(=O)N2CCc3ccccc3C2)nnc1-c1cccnc1
    0%, -26%, 0%, 3%, 6%, -2.3%, -0.1%, 30%, 15%
COc1ccc(OCC(=O)Nc2cc3c(cc2C(=O)O)OCCCO3)cc1
    -7%, -9%, 9%, -8%, -5%, -1.2%, -0.1%, -21%, 4.7%
CCOC(=O)N1CCN(C(=O)Cn2nc(C)c3sc4ccccc4c3c2=O)CC1
    -6%, 53%*, 5%, 18%, -5%, 6.2%, -0.2%, 10%, -0.6%
CC(NC(=O)CCn1ccc2cc(S(=O)(=O)N3CCCC3)ccc21)c1ccccc1 (configuration not stated)
    6%, 2%, 6%, 7%, 3%, -1.6%, -0.3%, 0%, -0.9%
CCCCn1c(N)c(N(CCC(C)C)C(=O)COC(=O)c2ccco2)c(=O)[nH]c1=O
    1%, -10%, -9%, -4%, -4%, -1.2%, 0.2%, 20%, 0.9%
Cc1noc(C)c1CSc1ncnc2sc3c(c12)CCCCC3
    -3%, -20%, 3%, 6%, -3%, 8.3%, 0.0%, 44%, -2.8%
O=C(CSCc1cccc(F)c1)N1CCN(c2ccccc2)CC1
    -4%, -26%, 16%, -11%, 2%, -2.4%, -0.1%, -1%, -1.0%
COc1ccc(C)cc1NC(=O)NC(C)c1ccncc1 (configuration not stated)
    13%, -15%, -6%, 0%, 16%, -1.7%, -0.1%, -14%[20 µM], -0.8%
Cn1c(N2CCOCC2)c(/C=N/OC(=O)c2cccnc2Cl)c2ccccc21
    1%, 2%, -12%, 7%, -6%, 5.6%, -0.1%, -31%[20 µM], 1.4%
COc1cc(N2CCOCC2)ccc1C=C(C#N)C#N
    5%, -3%, -5%, -32%, 3%, /, -0.1%, 29%[20 µM], 8.5%
NNC(=O)c1ncoc1-c1ccc(Cl)cc1
    8%, -13%, 0%, 4%, 11%, -2.9%, 0.2%, -20%, -0.6%
CCn1cnc2cc(NCc3cccs3)ccc21
    0%, -63%, 3%, -19%, -1%, 1.4%, -0.1%, -30%, -0.2%
Cc1ccc(C(=O)Nc2ccc3c(c2)OCCO3)c(Cl)c1
    -2%, -13%, 2%, 6%, -1%, 3.1%, -0.1%, -4%, 1.0%
Clc1ccc(CSc2nnc3ccccn23)c(Cl)c1
    9%, -42%, -4%, -5%, -2%, -1.6%, 0.2%, 14%, -2.9%
COc1ccc(CCNC(=O)C2CCCN(C(=O)c3ccc(Cl)cc3)C2)cc1 (configuration not stated)
    -4%, -12%, 8%, -3%, -16%, -4.7%, 0.1%, 2%, -0.7%
CCC(C(=O)N1CCOCC1)n1nc(C)n2c(cc3cc(C)ccc32)c1=O (configuration not stated)
    9%, -23%, 6%, 1%, 8%, 7.3%, -0.1%, 10%, -0.1%
Cc1ccc(C)n1-c1ccc(C(=O)NN)s1
    -5%, -22%, 14%, 3%, -9%, 0.5%, 0.2%, -19%, -0.7%
O=C(CCCCCNc1nc(=S)[nH]c2ccccc12)NCc1ccccc1Cl
    3%, -43%, 6%, -18%, -4%, 0.2%, -0.3%, -4%, -0.2%
CN(CC(=O)Nc1ccc(OC(F)(F)F)cc1)C1CCCCC1
    7%, -28%, 8%, -10%, 15%, -4.7%, 1.0%, -5%, 1.1%
C/C=C/C=C(/NC(=O)c1ccccc1)C(=O)Nc1ccccc1
    4%, 2%, 1%, 9%, 6%, 2.0%, -0.1%, -9%, 2.1%
CC(CN1C(C)CCCC1C)OC(=O)c1ccc(Cl)cc1 (configuration not stated)
    3%, -31%, -5%, 5%, 7%, -1.1%, 0.2%, -4%, -1.1%
CNC(=O)CSc1nnc(-c2cccnc2)n1CCc1ccccc1
    -5%, 0%, 23%, 3%, 7%, 8.4%, -0.1%, -26%, -0.2%
COc1ccc(/C=C2\SC(=S)N(CC(=O)N3CCN(C)CC3)C2=O)cc1
    2%, -9%, 7%, -6%, -1%, 8.2%, 1.1%, 20%, -0.8%
CCC(=O)N1C(Cc2ccccc2)COC1(C)C (configuration not stated)
    7%, -32%, -14%, 6%, 11%, -2.2%, -0.2%, -6%, 2.4%
CC(=O)Oc1ccc(N(c2ccccc2)S(=O)(=O)c2ccc(C)cc2)cc1
    10%, -23%, 4%, -3%, 2%, -0.4%, -0.3%, -1%, 0.3%
COc1ccc(C2CC(c3ccc(OC)cc3)n3nc(NC(=O)c4cccs4)nc3N2)cc1 (configuration not stated)
    5%, -7%, -4%, -6%, 10%, -1.6%, -0.1%, 14%, 0.2%
COC(=O)[C@@]1(Cc2ccc(F)cc2)[C@H]2c3cc(C(=O)N(C)C)n(Cc4c(CO)[nH]cc(C)c4=O)c3C[C@H]2CN1C(=O)c1ccccc1
    1%, 45%, -2%, -3%, -5%, -0.1%, 0.1%, -24%, 2.3%
O=C(/C=C\c1ccc(-c2cccc([N+](=O)[O-])c2)o1)N1CCOCC1
    1%, -33%, 8%, -9%, 9%, /, -0.1%, -10%[20 µM], 0.8%
Cc1[nH]n(C(N)=S)c(=O)c1N=Nc1cccc(Cl)c1
    -4%, 3%, 12%, 18%, -10%, -4.9%, -0.1%, 9%, -1.8%
Cc1ccc(NC(=O)CNCC2CCCCC2)cc1S(=O)(=O)N(C)C
    14%, -2%, 5%, -4%, 14%, -1.5%, -0.3%, 9%, -0.1%
C/C(=N\NC(=O)c1cccc([N+](=O)[O-])c1)c1ccncc1
    -5%, -6%, -5%, -10%, -13%, -0.6%, -0.4%, -30%, -0.5%
COc1cccc(/C=C2\SC(=S)N(CC(=O)N(C)C3CCS(=O)(=O)C3)C2=O)c1 (configuration not stated)
    -7%, -14%, -18%, -14%, 9%, 5.6%, 0.3%, -8%, 0.5%
CCOc1ccc(CC(=O)N/N=C/c2sccc2C)cc1
    5%, -25%, 6%, 8%, 2%, -1.3%, -0.1%, 15%, -0.4%
Cc1ccc(S(=O)(=O)NCC(=O)NCC(=O)OCc2c(F)cccc2Cl)cc1
    0%, -19%, 24%, 13%, 2%, /, 0.0%, 8%[20 µM], 1.3%
C=CCN1C(=O)C2C(C(=O)NCc3ccccc3)C3C=CC2(O3)C1C(=O)NC(C)(C)C (configuration not stated)
    1%, 6%, 12%, 11%, 12%, -0.6%, -0.1%, -17%, 1.2%
CCN(CC)S(=O)(=O)c1csc(C(=O)Nc2ccccn2)c1
    -2%, 5%, -15%, 4%, -8%, -0.6%, -0.3%, 24%, -1.4%
CCOC(=O)N1CCN(CC(=O)Nc2nc3ccccc3s2)CC1
    0%, -22%, -11%, 2%, 2%, 1.6%, 0.3%, -19%[20 µM], -0.3%
O=C(/C=C/c1cccc(Cl)c1)NCCN1CCOCC1
    2%, -30%, 6%, 1%, 1%, 0.4%, -0.2%, -1%, 1.8%
Cc1ccc(-c2cc(C(=O)OCn3nnc4ccccc4c3=O)c3ccccc3n2)cc1
    22%, -29%, -12%, -3%, 3%, 5.6%, -0.3%, 27%, -0.3%
CSCC[C@H](NC(=O)OC(C)(C)C)C(=O)N/N=C/c1ccc2nccnc2c1
    -1%, -7%, 38%, -2%, 52%, 1.2%, -0.2%, -1%, -1.6%
COc1ccc(S(=O)(=O)N2CCC(C(=O)NCCN3CCOCC3)CC2)cc1C
    1%, -13%, -2%, -5%, 10%, -1.3%, -0.2%, -48%, -0.3%
C/C(=N\NC(=S)NCc1ccccc1)c1ccc2c(c1)OCCO2
    -4%, -5%, 6%, -12%, -11%, 3.6%, 0.7%, 5%, -0.2%
Cc1ccc(OCCC(=O)Nc2ccccc2C(=O)NC2CC2)cc1
    5%, -20%, 0%, -4%, 5%, 1.6%, -0.1%, 0%, 0.7%

Screening results from PubChem.
